mcGAS inh: cyclic GMP-AMP synthase inhibitors, mouse, primary biochemical chemiluminescence; Q8C6L5; 0.15% of 160,000 active; inhibition, % at 12.5 µM; recombinant cGAS, Kinase-Glo ATP depletion luminescence;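 note: 0% = negative control wells and 100% = reference inhibitor with no enzyme activity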
hcGAS inh: Primary biochemical luminescence assay for human cyclic GMP-AMP synthase inhibitors. Q8N884. inhibition, % at 12.5 µM. recombinant h-cGAS, ATP depletion, Kinase-Glo luminescence. 0.081% of 290,000 active;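 note: 0% = vehicle reaction and 100% = reaction without DNA for no activity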
Target sequence (Q8N884 whole entry, looked up): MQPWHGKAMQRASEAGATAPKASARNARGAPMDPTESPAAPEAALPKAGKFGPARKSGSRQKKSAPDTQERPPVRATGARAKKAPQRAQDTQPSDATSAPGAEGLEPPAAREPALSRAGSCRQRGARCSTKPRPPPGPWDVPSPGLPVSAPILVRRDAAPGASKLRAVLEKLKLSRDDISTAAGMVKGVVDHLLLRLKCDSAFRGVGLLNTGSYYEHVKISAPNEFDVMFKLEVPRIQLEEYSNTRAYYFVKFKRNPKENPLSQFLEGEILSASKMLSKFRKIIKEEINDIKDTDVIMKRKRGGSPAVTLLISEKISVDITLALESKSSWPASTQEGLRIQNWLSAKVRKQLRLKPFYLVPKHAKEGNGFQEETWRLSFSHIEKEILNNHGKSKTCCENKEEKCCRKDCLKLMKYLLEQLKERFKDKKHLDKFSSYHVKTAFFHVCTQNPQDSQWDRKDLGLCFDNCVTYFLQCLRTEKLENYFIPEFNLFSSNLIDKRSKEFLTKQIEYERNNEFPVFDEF
NPYLR7 agonist: agonists of mosquito NPYLR7 receptor, primary screen, cell-based, Aedes aegypti, calcium fluorescence, mosquito biting behavior; Aedes aegypti neuropeptide Y-like receptor 7 (NPYLR7); HEK293T NPYLR7/Galpha15, GCaMP6s calcium fluorescence; activation, % at 10 µM; 0.15% of 270,000 active; AID 1259423, 2018; in the data active = activation above about 40%;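 note: 0% = vehicle and 100% = reference agonist at the receptor; some compounds past the cut are filed as inactive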
Numbers without * were called inactive; nt = no result given; & = joins results of further samples. Cut-off read from the data, not from the text of the source, unless noted: active = inhibition above about 40%; inactive = the rest.

SMILES	mcGAS inh	hcGAS inh	NPYLR7 agonist
CCSc1nnc2c(n1)OC(c1cc3c(cc1[N+](=O)[O-])OCO3)Nc1ccccc1-2 (stereo not given)	12	7	5
O=[N+]([O-])c1ccc(-c2nc(-c3cccnc3)no2)cc1	-5	-6	-7
O=C(CN1CCN(C(=O)c2cccs2)CC1)Nc1cc(Cl)ccc1F	nt	-5	1
O=C(c1ccc(OC2CCN(Cc3ccc(F)cc3Cl)CC2)cc1)N1CCCC1	nt	-11	7
Cn1cnc2cc(C(=O)N3C[C@H]4C[C@H](O)[C@@H](O)C[C@H]4C3)cnc21	-16	1	13
O=C(NCc1ccccc1-n1cncn1)C1CCC(=O)N(C2CCCC2)C1 (stereo not given)	-14	-9	18
Cc1nccn1CCCC(=O)N1C[C@@H]2[C@@H]3CC[C@@H](C3)[C@@H]2C1	nt	-5	9
CSc1ccc(C=CC(=O)c2ccc3c(c2)NC(=O)CO3)cc1	nt	-5	3
Cc1ccc(-c2csc3nc(SC(C)C(=O)N4CCNC4=O)n(C)c(=O)c23)cc1C (stereo not given)	nt	-4	0
O=C(C1CC1c1cccc(F)c1)N1CCOC(c2ccc(Cl)cc2)C1 (stereo not given)	-17	-7	1
CCc1nc2ccc(C(=O)Nc3cccc(NS(C)(=O)=O)c3)cn2c1N(C=O)CCC(C)C	0	-1	-8
CCC(CNC1CSCCSC1)N1CCOCC1 (stereo not given)	nt	-7	5

Looked up one by one from above, 2 records:
SMILES	mcGAS inh	hcGAS inh	NPYLR7 agonist
O=C(C1CC1c1cccc(F)c1)N1CCOC(c2ccc(Cl)cc2)C1 (stereo not given)	-17	-7	1
CSc1ccc(C=CC(=O)c2ccc3c(c2)NC(=O)CO3)cc1	nt	-5	3

(list continues)
SMILES	mcGAS inh	hcGAS inh	NPYLR7 agonist
COc1ccc(C(NC(=O)C2CCN(CCOc3ccc4ccccc4c3)CC2)c2ccccn2)cc1 (stereo not given)	-3	-2	1
CCCCNc1cc(C)nc2c(-c3ccccc3Cl)cnn12	-4	1	-5
CC(C)(C)c1csc(CN2CCCC2CCCO)n1 (stereo not given)	nt	1	5
Cc1cc2occ(CC(=O)N3Cc4ccccc4CC3C(N)=O)c2cc1C (stereo not given)	nt	6	0
CCCc1cnc2c(c1SCc1ccc([N+](=O)[O-])cc1)c(=O)n(C)c(=O)n2C	-9	-10	5
CCCCCn1c(=O)c2c(nc3n2CCN3c2ccccc2)n(C)c1=O	nt	-5	4
Cc1ccn(-c2ccc(Nc3ccc(NS(=O)(=O)c4ccc5c(c4)OCCO5)cc3)nn2)n1	-10	-8	-5
O=C(CCc1ccncc1)NCCN1Cc2ccccc2OC(c2ccccc2F)C1 (stereo not given)	-12	-6	20
N#Cc1ccc(C=C2N=C(c3ccccc3)OC2=O)cc1	nt	1	4
CN1CCN2CCN(C(=O)c3cccc(N)c3)CC2C1=O (stereo not given)	-4	0	2
CC(C)COc1nc(-c2cccc(C(F)(F)F)c2)n(-c2ccc(NC(=O)COc3ccccc3)cc2)n1	-5	-8	14
CCC(C(=O)NCc1ccc(F)cc1C(F)(F)F)N(CC)CC (stereo not given)	nt	7	3
COc1ccc(C=NO)cc1OCc1ccccc1	nt	-7	5
Cc1cc(=O)n2nc(N3CCC(C(=O)NC4CCC(C)CC4)CC3)sc2n1 (stereo not given)	0	-2	-5
CC1=CC[C@@H]2CN(C(=O)c3cc(C(C)(C)C)[nH]c(=O)n3)C[C@@H]2C1	-16	-5	13
N#CC(C#N)C(=N)C(C#N)Cc1ccc(Cl)cc1 (stereo not given)	nt	-2&-6	5&4
O=c1cc(CN2CCCc3c(F)cccc32)occ1O	nt	-7	1
CNC(=O)c1cc(-c2ccccc2CO)ccc1Cl	-10	-5	2
O=C1CSC(c2ccc(F)cc2F)N1CCO (stereo not given)	-5	-3	0
Cc1ccccc1C1CCCN1C(=O)[C@@H]1CCCN1 (stereo not given in full)	-7	-15	12
Cc1ccc(S(=O)(=O)Oc2cc(Cl)ccc2-c2nc3cc(C)ccc3o2)cc1	-9	-4	nt
COC(=O)c1cccc(NC(=S)N[C@H]2CO[C@H]3[C@@H]2OC[C@@H]3n2nnnc2Oc2cccc(N(C)C)c2)c1	-7	-4	-9
O=C1C(=O)N(CCN2CCOCC2)C(c2ccccc2)C1=C(O)c1ccc(Br)cc1 (stereo not given)	-6	-2	3
COC(=O)c1sc(NC(=O)C=Cc2cccs2)nc1C	nt	0	-17
CCN(Cc1noc(C)n1)C(=O)CC1C(=O)NCCN1CC1CCCCC1 (stereo not given)	nt	-4	5
C[C@@H]1CN(C(=O)CCNC(=O)c2ccc(NC3OC(C4COC(C)(C)O4)[C@@H]4OC(C)(C)O[C@H]34)cc2)C[C@H](C)O1 (stereo not given in full)	-3	-3	-9
CCOc1c(Br)cc(F)cc1NC(=O)c1cccc(C)n1	nt	-14	3
CC(C)NC(=O)CCN(CC1CCCO1)C(=O)c1cc(-c2cccc(Cl)c2)on1 (stereo not given)	-6	-6	nt
CN1CCC(Cc2noc(CCc3nc4cccnc4n3C)n2)CC1	nt	-7	9
Cc1cccc2sc(N(CCCn3ccnc3)C(=O)c3ccc4c(c3)OCCO4)nc12	-10	-5	-12
N#Cc1cc(Cl)ccc1N1CCC(C(=O)Nc2ncccn2)CC1	nt	-8&-5	6&11
COC(=O)N1CCCCC1C(=O)N(C)Cc1noc(C(C)C)n1 (stereo not given)	-3	-6	nt
CCn1cc(C(=O)N2CCCC(C)C2)c2nn(-c3ccccc3)c(=O)c-2c1 (stereo not given)	-6	-2	11
COc1ccc(OCCCN2CCc3ccccc3C2)cc1	nt	0	-6
O=C(c1ccc(=O)[nH]n1)N1CCC(N2CCCC(C(=O)N3CCCC3)C2)CC1 (stereo not given)	-7	-16	nt
O=C(c1cnn2c(C(F)(F)F)cc(-c3cccs3)nc12)N1CCN(C(c2ccccc2)c2ccccc2)CC1	-8	-8	6
Cc1c(C(=O)NCC(C)C)cnn1C	-3	-8	20
CCCC(=O)C1=C(c2ccc(OCC)cc2)N(C(=O)CCC)n2c(CC)nnc2S1	nt	-12	4
CCN(Cc1cccc(F)c1)c1ccc(S(=O)(=O)N2CCOCC2)cc1[N+](=O)[O-]	-8	-5	5
Clc1ccc(C2(c3nnc(SCc4ccc5ccccc5n4)o3)CCC2)cc1	-4	-9	19
CO[C@]1(CO)C(=O)C[C@@H]2C(COC(=O)/C=C(\C)COC(C)=O)=CO[C@@H](OC(=O)/C=C(\C)COC(C)=O)[C@@H]21	-4	1	2
O=C(CN1CCN(S(=O)(=O)c2ccc3c(c2)CCC3)CC1)N1CCCC2CCCCC21 (stereo not given)	nt	12	-3
CC1CN(c2nc(Nc3ccc(F)cc3)c3nccnc3n2)CC(C)O1 (stereo not given)	-7	-4	15
Cn1cc(CCC(=O)Nc2ccc3c(c2)S(=O)(=O)C=C3)cn1	nt	-8	-12
O=C(Nc1cccc(Nc2ncc(Br)c(NCCc3cnc[nH]3)n2)c1)N1CCCC1	-7	-5	-4
CCSc1nnc2c(n1)OC(C)(C)Nc1ccccc1-2	2	7	25
Cc1ccc2c(c1)C(O)(CC(=O)/C=C\c1ccccc1)C(=O)N2 (stereo not given)	nt	-1	10
C=CCNC(=O)NC1CC(=O)N(CCc2cccc(Cl)c2)C1 (stereo not given)	nt	-5	15
FC(F)(F)c1cc(-c2ccccc2)nc(-n2cc(Cl)cn2)n1	nt	-9	4
CN1CCN(C(c2ccccc2)C2Sc3ncnn3C2=O)CC1 (stereo not given)	-6	-6	9
CCn1c(Cn2cnc3ccccc3c2=O)nc2cc(F)ccc21	-16	-7	18
O=C(CCCc1ccccc1)N1CCN(c2ncnc3c2nnn3-c2ccccc2)CC1	-4	-2	-15
O=C(NCCC1CN(Cc2ccco2)CCO1)C(=O)N1CCCC1 (stereo not given)	nt	-9	12
CCOC(=NCCCN1CCOCC1)NC(=O)c1ccc(Cl)c(Cl)c1	-3	-2	-3
COc1ccc(-c2nc3ccccn3c2NC(=O)C(C)(C)C)cc1OC	-12	-9	6
Cc1ccc2[nH]ncc(=O)c2c1	nt	-2	-5
CC(CCC(C)C)=NNC(=O)Cc1cn2ccsc2n1	nt	-3	-6
Oc1ccc(CCNc2nccc(C3CCCC3)n2)cc1	nt	-5	-1
CCCc1c(C(=O)N(C)Cc2ccccc2)cnn1-c1ccc(Cl)c(Cl)c1	-8	1	nt
CCCCN(CC(=O)Nc1cc(C(C)(C)C)nn1-c1ccc(Cl)cc1)S(=O)(=O)c1ccc(OC)cc1	-4	-4	8
(list continues)
SMILES	mcGAS inh	hcGAS inh	NPYLR7 agonist
CCCCN(C)c1c(C)nc2ccc(C(=O)NCCNC(C)=O)cn12	-2	-6	-5
CCS(=O)(=O)n1nc(-c2ccco2)nc1N	nt	1	3
COc1ccccc1-c1nc2ccc(Cl)cn2c1NC1CCCCC1	-4	0	-4
O=C(NCCCO)Nc1c(F)cc(F)cc1-c1ccccc1	nt	-8	19
FC(F)(F)c1ccccc1-n1c(C2C3CCCCC32)n[nH]c1=S (stereo not given)	-3	-5	-15
COCCCN(C(=O)C(C)C)c1cccc(NC(=O)C(C)C)c1	nt	-3	-1
COCC(=O)N1CCC(Nc2ccnc3ccc(Cl)cc23)CC1	nt	-1	-4
C=CCNC(=O)N1CCOCC1CC(O)c1ccccc1 (stereo not given)	nt	-12	11
CC(CNC(=O)c1ccccc1)C(C)(Br)CBr (stereo not given)	-15	-7	7
COc1ccc2c(c1)C(CO)CC(C)(C)CO2 (stereo not given)	-2	-1	1
Cc1cccnc1C(C)NC(=O)c1cccc2c1NCCC2 (stereo not given)	nt	-6	5
O=C(CCS(=O)(=O)c1ccccc1)N(Cc1cccnc1)c1nc2ccc(Cl)cc2s1	-6	-2	-5
CC(=O)Nc1ccc(CNc2nc3cc(-c4ccccc4C)sc3c(=O)n2C)cc1	nt	0	1
Cc1nnc(-c2ccccc2-c2cccc(CN3CCOCC3)c2)o1	nt	-3	8
CCOc1ccc(C(=O)Oc2coc(CSc3nc(C)cc(C)n3)cc2=O)cc1	-5	0	-14
CNc1ncccc1C(=O)NCC1CCCN(Cc2cnc[nH]2)C1 (stereo not given)	-9	-8	-1
Cc1nc(CC(=O)N2CCC(n3c(-c4ccccc4)nc4ccc(F)cc43)CC2)c(C)s1	-9	-8	0
CS(=O)(=O)/C(C#N)=C/c1cc(Br)ccc1OCc1ccccc1	nt	-8	9
C=CCN(Cc1cccc(C)n1)Cc1ccccc1OC	-2	-1	-10
CCOC(=O)C1(Cc2cccc(Cl)c2)CCCN(C(=O)c2ccc(COC)s2)C1 (stereo not given)	-1	-3&-4	2&7
CCCc1noc2nc(C3CC3)cc(C(=O)NC3CCCN(C)C3)c12 (stereo not given)	nt	-6	8
CC(C)CCN(CCC#N)C(=O)c1nccc2ccccc12	nt	4	4
COc1ccc2cc(CN(C)c3ccc(C#N)cn3)ccc2c1	nt	-10	-3
CC(O)CN(CC(C)O)C(=O)/C=C/c1cn(S(=O)(=O)c2cccc3ccccc23)c2ccccc12 (stereo not given)	nt	-5	-10
O=C(Nc1ccc(Cl)nc1)N1CCC(COCc2ccccc2)C1 (stereo not given)	nt	-14	-1
Nc1cc(-c2cccc(Cl)c2)[nH]n1	-3	-4	-1
Cc1c(CN2CCOc3ccc(C4=Cc5ccccc5CC4)cc3C2)c(=O)n(-c2ccccc2)n1C	-10	-6	15
Cn1c(=O)[nH]c(=O)c2c1nc(N1CCCCC1)n2Cc1ccccc1Cl	-8	-3	5

Compounds listed so far that contain fluorine (17):
SMILES	mcGAS inh	hcGAS inh	NPYLR7 agonist
O=C(CN1CCN(C(=O)c2cccs2)CC1)Nc1cc(Cl)ccc1F	nt	-5	1
O=C(c1ccc(OC2CCN(Cc3ccc(F)cc3Cl)CC2)cc1)N1CCCC1	nt	-11	7
O=C(C1CC1c1cccc(F)c1)N1CCOC(c2ccc(Cl)cc2)C1 (stereo not given)	-17	-7	1
O=C(CCc1ccncc1)NCCN1Cc2ccccc2OC(c2ccccc2F)C1 (stereo not given)	-12	-6	20
CC(C)COc1nc(-c2cccc(C(F)(F)F)c2)n(-c2ccc(NC(=O)COc3ccccc3)cc2)n1	-5	-8	14
CCC(C(=O)NCc1ccc(F)cc1C(F)(F)F)N(CC)CC (stereo not given)	nt	7	3
O=c1cc(CN2CCCc3c(F)cccc32)occ1O	nt	-7	1
O=C1CSC(c2ccc(F)cc2F)N1CCO (stereo not given)	-5	-3	0
CCOc1c(Br)cc(F)cc1NC(=O)c1cccc(C)n1	nt	-14	3
O=C(c1cnn2c(C(F)(F)F)cc(-c3cccs3)nc12)N1CCN(C(c2ccccc2)c2ccccc2)CC1	-8	-8	6
CCN(Cc1cccc(F)c1)c1ccc(S(=O)(=O)N2CCOCC2)cc1[N+](=O)[O-]	-8	-5	5
CC1CN(c2nc(Nc3ccc(F)cc3)c3nccnc3n2)CC(C)O1 (stereo not given)	-7	-4	15
FC(F)(F)c1cc(-c2ccccc2)nc(-n2cc(Cl)cn2)n1	nt	-9	4
CCn1c(Cn2cnc3ccccc3c2=O)nc2cc(F)ccc21	-16	-7	18
O=C(NCCCO)Nc1c(F)cc(F)cc1-c1ccccc1	nt	-8	19
FC(F)(F)c1ccccc1-n1c(C2C3CCCCC32)n[nH]c1=S (stereo not given)	-3	-5	-15
Cc1nc(CC(=O)N2CCC(n3c(-c4ccccc4)nc4ccc(F)cc43)CC2)c(C)s1	-9	-8	0

Bioassay records from PubChem.
